NR2E3 ag-1 – agonists of human NR2E3 nuclear receptor; Q9Y5X4; CHO-S Gal4-NCOR/VP16-NR2E3 two-hybrid, luciferase; inhibition of corepressor binding, % at 3.98 µM; 360,000 compounds, 0.35% hits; AID 602229;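 active = inhibition above the mean of all tested compounds plus 3 SD, cut at about 70% in these data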;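 also: 0% = DMSO with NR2E3 transfected cells and 100% = cells lacking NR2E3 construct; higher means lower luciferase signal from less NR2E3 corepressor binding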
Target sequence (Q9Y5X4 whole entry, looked up, the tested form may be a part): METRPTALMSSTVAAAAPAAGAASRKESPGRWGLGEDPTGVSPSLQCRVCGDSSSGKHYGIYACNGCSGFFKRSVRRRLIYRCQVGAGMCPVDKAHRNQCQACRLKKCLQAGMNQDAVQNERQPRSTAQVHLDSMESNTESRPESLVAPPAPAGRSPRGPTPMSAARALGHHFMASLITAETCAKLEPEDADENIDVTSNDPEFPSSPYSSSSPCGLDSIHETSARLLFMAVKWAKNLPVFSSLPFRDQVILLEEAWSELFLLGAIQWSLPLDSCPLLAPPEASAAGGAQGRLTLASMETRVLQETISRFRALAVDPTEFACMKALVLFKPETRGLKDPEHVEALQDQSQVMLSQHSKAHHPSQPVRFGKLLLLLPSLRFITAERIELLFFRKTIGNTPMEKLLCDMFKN
CF NFkB block – inhibitors of cystic fibrosis induced NF-kB; 360,000 compounds, 0.86% hits; inhibition, % at 5 µM; KKLEB NF-kB-GFP reporter, PAF-induced, GFP fluorescence overnight;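 active = at least 50% inhibition at 5 µM, scaled per plate between neutral and stimulator controls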;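 also: PAF is a Pseudomonas aeruginosa culture filtrate used as stimulus; plate controls were PAF-stimulated DMSO wells for no effect and unstimulated DMSO wells for full effect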
NR2E3 ag-2 – agonists of human nuclear receptor NR2E3 | GST-NR2E3/biotin-RetCOR TR-FRET, 1536-well | AID 2300 | 320,000 compounds, 0.12% hits | inhibition of corepressor binding, % at 4.78 µM;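 active = percent inhibition above the cutoff of mean plus 3 SD of all tested compounds, set per screening campaign, cut at about 20% in these data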;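 also: 0% = DMSO wells and 100% = biotin wells as full block of FRET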
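Test system: GST-NR2E3 and biotin-RetCOR proteins | Quantity: 1.35 nM GST-tagged NR2E3 final | Medium: Tris pH 7.5 | Also added: 7 nM biotin-RetCOR | Dosing: Compound at 4.8 µM, single dose | Timing: 5 h at 4 °C | Detection: Time-resolved FRET | Read-out basis: Percent inhibition | Benchmarks: Biotin wells as high control, 0.6% DMSO wells as low control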
iPSC survival up – increases survival of single human iPS cells; hiPSC single-cell survival, ATPlite luminescence; 100% = ROCK inhibitor wells, 0% = DMSO; survival enhancement, % at 20 µM; 360,000 compounds, 0.044% hits; in the data active = survival enhancement above about 18%;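 also: cells exposed to compounds for 16 hours before the ATP read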
Shn3 3UTR inh – Schnurri-3 reporter inhibition in Clone20 osteoblasts; 360,000 compounds, 0.52% hits; inhibition, % at 12.5 µM; Clone20 osteoblast Shn3 3'UTR firefly luciferase, 24 h; AID 588674;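 active = mean inhibition of at least 75% with every replicate also reaching 75%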;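 also: 0% = median of neutral control wells and 100% = pilot-screen positive control compound; some compounds past the cut are filed as inactive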
EBV LMP1 NFkB – reduces LMP1-driven NF-kappaB luciferase signal | 350,000 compounds, 0.69% hits | inhibition, % at 12.5 µM | LMP1-induced NF-kappaB luciferase reporter cells, luminescence; in the data active = inhibition above about 41%;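 also: 0% = neutral control wells and 100% = reference inhibitor control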
C8 TRAIL sens – sensitizes caspase-8 expressing cells to TRAIL; NB7+C8 cells + TRAIL, ATPlite viability luminescence; inhibition (viability loss, TRAIL sensitization), % at 10 µM; 360,000 compounds, 1% hits;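 active = compounds causing at least 50% loss of cell viability in the single-dose screen, relative to plate controls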
Peg3 promoter – reduces Peg3 promoter-driven luciferase expression in HeLa; HeLa PEG-Prom luciferase reporter, luminescence, overnight; inhibition, % at 20 µM; 360,000 compounds, 1.7% hits; AID 588405;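 active = inhibition of at least 50% at 20 µM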
HIF-2a block – inhibitors of HIF-2a; 360,000 compounds, 0.72% hits; 786-0 RCC cells HIF-2a reporter, luciferase luminescence, overnight; inhibition, % at 18.8 µM;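 active = inhibition of the luminescence signal of 40% or more relative to plate controls, in a single-dose primary screen at 18.75 µM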
MITF TRPM1 inh – MITF TRPM1 promoter inhibition in SK-MEL-5 cells; SK-MEL-5 TRPM1 promoter luciferase, 24 h; inhibition, % at 12.5 µM; 330,000 compounds, 0.83% hits; AID 488899;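 active = mean inhibition across replicates of 60% or more, whatever share of single replicates reaches that level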; also: values of inactives mirror those of a sister screen read the other way
KKLEB cytotox – counter-screen for CF NF-kB inhibitors: cytotoxicity; KKLEB CF airway cells viability, ATPlite luminescence, overnight; stronger effect = lower value; cells stimulated with P. aeruginosa culture filtrate; activity change (cytotoxicity), % at 5 µM; 360,000 compounds, 0.36% hits;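 active = corrected activity change at or below -50% at 5 µM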
Starred values were filed as active, the others as inactive; . = not tested or not shown. This is a subset, so the mix of outcomes need not match the whole.

SMILES	NR2E3 ag-1	CF NFkB block	NR2E3 ag-2	iPSC survival up	Shn3 3UTR inh	EBV LMP1 NFkB	C8 TRAIL sens	Peg3 promoter	HIF-2a block	MITF TRPM1 inh	KKLEB cytotox
COC(=O)Cn1c2c(c3cc(C)ccc31)CCCC2	-8	-6	-4	-1.1	5	-5	2	3	6	-7	9
COc1ccccc1/C=N/Nc1nc(C)cc(=O)[nH]1	-10	3	.	-1.1	-16	-21	-2	9	2	.	0
COC(=O)NC1CSCC1OC(=O)CN1C(=O)c2ccccc2C1=O (configuration not stated)	-2	0	1	1.3	7	1	-3	-22	15	-4	-9
C/C(C/C(C)=C1/SC(=S)NC1=O)=C1\SC(=S)NC1=O	-39	-5	.	0.6	-9	-2	3	23	11	3	0
O=C(O)c1ccc(CSc2ncn[nH]2)cc1	-3	11	0	0.1	1	-14	-10	3	-3	4	2
O=C(CCc1nnc2ccc(N3CCC4(CC3)OCCO4)nn12)Nc1ccc(F)cc1	-14	3	1	-0.1	-40	2	-4	-3	8	14	-3
O=C(Cn1cnc2c(nnn2Cc2ccc(Cl)cc2)c1=O)OCc1ccccc1	6	2	1	-2.8	-28	-13	5	22	10	-6	16
CC1(C)C2(C#N)C(N)=NC3(OCCO3)C12C#N (configuration not stated)	-28	2	1	-4.6	-1	0	1	2	4	-1	6
O=C(N/N=C/c1ccccn1)NC12CC3CC(CC(C3)C1)C2	-55	9	-1	-0.1	-73	-20	-10	-198	-225	-26	0
COc1ccc(N(CC(=O)Nc2ccc3c(c2)OCO3)S(C)(=O)=O)c(OC)c1	-7	0	3	3.9	-31	1	-10	-3	4	-2	1
CCS(=O)(=O)c1ccc(O)c(NC(=O)Nc2ccccc2)c1	-10	20	1	-0.8	-32	-1	-1	0	-7	8	2
CC(=O)Nc1ccc(C(=O)OCC(=O)NC2CCCCCC2)cc1	-16	12	.	-1.0	2	4	-7	5	-9	.	-13
CN1C(=O)CC(N2CCN(C(=O)c3ccccc3)CC2)C1=O (configuration not stated)	-3	-8	0	-7.6	16	-5	0	1	10	-11	6
CN1CCN(C2CC(=O)N(c3ccc4c(c3)OCCO4)C2=O)CC1 (configuration not stated)	-12	-9	0	3.5	38	1	-17	17	13	6	8
COc1ccc(C)cc1NC(=O)CSc1nc2ccccc2nc1N1CCCC1	4	5	3	-1.3	23	1	7	30	19	16	-12
OCC1(CCOc2ccccc2)CCN(Cc2ccc3cccc(F)c3n2)CC1	6	-6	2	-1.4	14	-6	3	13	4	9	-6
O=c1c2ccccc2nc(-c2ccccc2)n1Cc1ccc(Cl)cc1	-11	9	0	-2.4	10	10	-5	4	-26	1	-11
CC(CN1CCN(C)CC1)OC(=O)c1cccc(Cl)c1 (configuration not stated)	-23	5	3	0.1	-1	-1	17	-30	-27	-11	-1
CCC(C)(NC(=O)c1ccccn1)C(=O)NC1CCCCC1 (configuration not stated)	-1	-11	2	0.1	-2	-7	19	9	13	-12	3
COc1ccc(-c2csc(C(C#N)=C(O)CSc3nccn3C)n2)cc1OC	-9	-16	.	1.6	7	-2	4	10	-22	-1	-6
O=C(c1ccccn1)N1CCN(S(=O)(=O)c2ccc(F)cc2)CC1	20	-17	2	1.1	-17	-7	3	11	13	-2	3
CSCCC(NC(=O)C1CCC(C)CC1)C(=O)Nc1ccc(NC(C)=O)cc1 (configuration not stated)	-3	6	1	-0.3	-13	4	-11	4	1	-10	-7
CN1c2ccccc2C(C)(C)C12C=Nc1c(ccc3ccccc13)O2 (configuration not stated)	-28	7	2	0.8	-29	-11	1	-112	-157	11	5
Cc1nc(C2CCCCC2)c(-c2ccccc2)c(N2CCOC2=O)c1C	-16	22	3	1.5	0	26	1	9	11	-11	-14
CCn1c(SCC(=O)NC(C)(C)C)nnc1-c1ccccn1	-23	17	-1	1.0	-3	1	-8	9	-8	-2	-4
COc1cc(C2C(C#N)=C(N)Oc3c2ccc2ccccc32)ccc1OCC(=O)Nc1ccc(C)cc1 (configuration not stated)	-13	0	-3	-2.5	8	-1	3	24	6	-6	-6
COc1ccc(NC(=O)c2ccc3c(c2)OCCO3)cc1OC	-133	-6	-1	-0.5	-45	-14	52*	-250	-207	-72	-1
Cc1ccc(S(=O)(=O)N2CCC(C(=O)NCCN3CCOCC3)CC2)cc1C	-35	-13	0	0.3	-1	5	-5	13	-2	-3	-12
COc1ccc(CN2C(=O)[C@@H]3Cc4c([nH]c5ccccc45)C(C)(C)N3C2=O)cc1	-3	21	2	-0.3	20	-7	4	30	28	-1	-16
NC(=O)NC(c1ccccc1)c1cccc2ccccc12 (configuration not stated)	-10	18	2	-2.3	6	-10	9	9	0	10	-3
COc1cc2c(cc1OC)C(C1(O)CCCCC1)NCC2 (configuration not stated)	-27	-17	.	-0.8	14	-19	21	-5	7	8	16
COc1ccc(CC(N)c2csc(NC(=O)NC(c3ccccc3)c3ccccc3)n2)cc1 (configuration not stated)	-7	22	.	-2.7	81	.	45	97*	5	.	-9
C/C=C/c1ccc(OCC(=O)Nc2ccncc2)c(OC)c1	-29	1	0	0.6	31	11	16	-179	-156	-9	-20
COc1ccc(C)cc1NC(=O)c1ccc2c(c1)C(=O)N(Cc1ccncc1)C2=O	-6	17	0	-2.1	-35	4	-8	4	9	1	-7
C[C@H](O)[C@@H]1CN2CCc3c([nH]c4ccccc34)[C@@H]2C[C@@H]1N(C)C(=O)Nc1ccc(Br)cc1	-36	22	.	0.0	-18	.	3	-96	-108	.	-6
Cc1ccc(S(=O)(=O)Nc2ccc3c(c2)n(C)c(=O)n3C)c(C)c1	24	-21	-1	1.6	-8	0	9	3	2	-10	-7
O=C(O)CCCC(=O)N1CCN(c2ncccn2)CC1	-49	-8	2	-0.3	18	.	-8	12	8	.	9
COc1cc2c3c(n(C)c(=O)c2cc1OC)-c1cc2c(cc1C3=O)OCO2	-37	-124	.	-2.6	10	33	8	-6	-12	-4	6
CCCN(CC(=O)Nc1ccccc1OC)C(=O)c1cccc(S(=O)(=O)Nc2ccc(OC)cc2)c1	-1	24	-1	-0.2	4	1	-26	28	8	10	-3
CCOCCCNC(=O)Cn1cnc2sc(C)c(S(=O)(=O)N3CCN(c4ncccn4)CC3)c2c1=O	24	4	2	1.2	0	4	1	2	8	-11	-2
S=C(NCc1ccccc1)N1CCc2ccccc2C1	-10	11	1	0.2	11	-7	6	1	-6	6	-3
c1ccc2c(c1)nc1n2C2(N3CCOCC3)CCCC2C1N1CCOCC1 (configuration not stated)	-12	1	.	1.1	-4	-2	11	5	3	4	11
C=CCn1c(SCC(N)=O)nnc1-c1cc(Br)ccc1O	-1	13	2	1.9	7	-3	5	10	30	6	-2
CCN(CC)C(=O)[C@H]1CC(CC(=O)NCCCn2ccnc2)C(=O)N2CCc3c([nH]c4ccc(OC)cc34)[C@]12C (some centres not stated)	-22	-11	.	-0.5	-11	-1	-1	8	2	-6	-18
CC1CCc2c(sc3ncn(CC(=O)N=Nc4c(O)[nH]c5ccccc45)c(=O)c23)C1 (configuration not stated)	-26	-1	-3	-0.2	3	10	28	39	21	15	14
Cc1cc(C(=O)Nc2ccccc2Cl)c2ccccc2n1	-3	-3	-2	-0.4	-4	-2	26	10	13	0	-8
COc1cc(NS(=O)(=O)c2ccc(N/C=C\C(=O)c3ccc(C)cc3)cc2)nc(OC)n1	-80	4	2	-0.7	0	-8	-2	-25	-12	9	-6
CCN(CC(=O)N1CCOCC1)S(=O)(=O)c1cc(Cl)ccc1Cl	-10	15	5	-0.3	1	-5	-2	9	3	9	17
CCn1c(SCC(=O)Nc2ccccc2)nnc1-c1cccs1	17	-5	-5	-0.3	8	-5	9	-6	-34	-5	0
Nc1[nH]ncc1S(=O)(=O)c1ccccc1	-10	10	2	0.2	10	-4	-9	3	30	3	-14
O=C(c1ccc(S(=O)(=O)Nc2ccccc2)cc1)N1CCC1	-5	10	-1	0.0	5	-9	13	5	8	-6	-18
CCOC(=O)NC(Nc1ccc(S(N)(=O)=O)cc1)(C(=O)OCC)C(F)(F)F (configuration not stated)	-6	19	1	4.9	-12	-5	-12	2	13	7	3
O=C(COc1ccc(Cl)cc1Cl)N/N=C/c1ccc(OC2OC(CO)C(O)C(O)C2O)cc1 (configuration not stated)	16	9	1	-0.2	-3	-4	0	-41	-9	-3	6
Clc1ccc2nc(-c3ccccc3)c(CN3CCOCC3)n2c1	-34	6	0	-1.1	-14	-1	23	-63	-110	-5	-22
Clc1ccc(C(c2nnnn2C2CCCCC2)N(Cc2cccnc2)Cc2ccco2)cc1 (configuration not stated)	-9	-10	.	0.0	7	-9	9	16	4	9	0
O=C(CSc1ccccc1C(=O)N1CCCCC1)NCC1CCCCC1	-18	15	-5	-0.1	10	-5	6	15	2	22	-7
CCN(CC)C(=S)SCC(=O)Nc1nc(=O)c2ccccc2s1	-60	-11	4	-3.0	-10	0	-1	-27	-66	-9	3
OC[C@H]1OC(Nc2ccc(N=Nc3ccccc3)cc2)[C@@H](O)[C@@H](O)[C@@H]1O (some centres not stated)	-72	-6	0	-0.6	-59	-2	-2	-158	-116	-16	-6
COc1ccc(OC)c(CCNC(=O)Cc2ccc(NC3=NC4CS(=O)(=O)CC4S3)cc2)c1 (configuration not stated)	-24	-7	3	-1.0	-6	2	-5	-7	-5	.	8
O=C(Nc1cccc(F)c1)C1CCCN(c2cnccn2)C1 (configuration not stated)	-15	16	-1	-0.5	5	-7	1	4	-21	4	-4
Following part.
SMILES	NR2E3 ag-1	CF NFkB block	NR2E3 ag-2	iPSC survival up	Shn3 3UTR inh	EBV LMP1 NFkB	C8 TRAIL sens	Peg3 promoter	HIF-2a block	MITF TRPM1 inh	KKLEB cytotox
Clc1ccc(-c2nnc3n2CCCS3)cc1	-3	-4	0	3.2	-5	10	9	8	13	-2	-3
CN(CCO)CCOCCOc1cccc2ccccc12	-22	-8	0	-0.6	18	4	21	2	13	-11	-5
C(=C\c1ccco1)/c1nc2ccccc2[nH]1	-112	10	-6	-4.6	-39	-19	51*	-199	-187	2	-2
N#CCc1cnc2ccccc2n1	-51	-1	3	-0.6	-1	8	-1	-4	-16	4	-4

Pulled one by one from the list above (4):
SMILES	NR2E3 ag-1	CF NFkB block	NR2E3 ag-2	iPSC survival up	Shn3 3UTR inh	EBV LMP1 NFkB	C8 TRAIL sens	Peg3 promoter	HIF-2a block	MITF TRPM1 inh	KKLEB cytotox
CN(CCO)CCOCCOc1cccc2ccccc12	-22	-8	0	-0.6	18	4	21	2	13	-11	-5
Clc1ccc(-c2nnc3n2CCCS3)cc1	-3	-4	0	3.2	-5	10	9	8	13	-2	-3
N#CCc1cnc2ccccc2n1	-51	-1	3	-0.6	-1	8	-1	-4	-16	4	-4
C(=C\c1ccco1)/c1nc2ccccc2[nH]1	-112	10	-6	-4.6	-39	-19	51*	-199	-187	2	-2
